Autofluor 339 – intrinsic fluorescence of library compounds, ex339/em460 – biochemical, MLSMR library, data from DPM-DC assay, artefact control, profiling panel. actives 5.5% (n = 65,000). AID 709. compound autofluorescence, ex339/em460 nm, NADH buffer; hits give high values; 1 = no-compound wells, NADH background. fluorescence fold increase at 10 µM;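 active means at 10 µM, mean starting fluorescence two-fold or more over control wells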;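 further: signal is the first read of a kinetic run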
HTR1A agonist – activates the human 5-HT1a serotonin receptor; activation, % at 10 µM; AID 567; CHO 5-HT1a Ga15 NFAT-bla reporter, FRET ratio; 0% basal, 100% maximal reference agonist; actives 0.56% (n = 65,000); P08908;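 active means activation above the screen-wide mean activation plus 3 SD, cut at about 19% in these data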;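 further: 0% = DMSO wells and 100% = 5-CT at EC100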
RORA act – activators of human nuclear receptor RORA | P35398 | CHO-K1 Gal4-RORA LBD luciferase reporter, luminescence; percent increase over mock-subtracted basal signal | activation, % at 10 µM | actives 1.5% (n = 65,000);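 active means activation above the mean of all tested compounds plus 3 SD, cut at about 49% in these data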;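 further: 0% = DMSO-treated RORA cells and 100% = added signal equal to DMSO minus mock-transfected cells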
Target sequence (P35398 whole entry, looked up, the tested form may be a part): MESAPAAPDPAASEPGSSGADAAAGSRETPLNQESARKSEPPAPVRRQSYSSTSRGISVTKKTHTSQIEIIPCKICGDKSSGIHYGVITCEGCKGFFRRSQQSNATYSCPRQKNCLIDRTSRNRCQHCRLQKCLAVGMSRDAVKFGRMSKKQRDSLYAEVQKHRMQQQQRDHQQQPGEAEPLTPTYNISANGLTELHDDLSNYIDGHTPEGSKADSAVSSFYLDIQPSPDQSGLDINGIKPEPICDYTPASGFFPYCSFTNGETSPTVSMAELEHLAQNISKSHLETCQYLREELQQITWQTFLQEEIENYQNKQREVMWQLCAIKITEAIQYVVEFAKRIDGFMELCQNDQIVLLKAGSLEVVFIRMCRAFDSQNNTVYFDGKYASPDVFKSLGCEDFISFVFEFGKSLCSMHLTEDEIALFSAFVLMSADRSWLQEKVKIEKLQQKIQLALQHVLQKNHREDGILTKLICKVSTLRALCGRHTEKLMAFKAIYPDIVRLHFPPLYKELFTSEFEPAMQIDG
MMP13 inh – inhibitors of human MMP13; MMP-13 fTHP FRET cleavage, Mca fluorescence; inhibition, % at 4 µM; actives 0.07% (n = 65,000); AID 570;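 active means inhibition above the mean of compound-free control plate wells plus 3 SD, cut at about 14% in these data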;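 further: 0% = DMSO wells and 100% = wells with reference MMP-13 inhibitor after basal subtraction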
SF1 activator – activators of human nuclear receptor SF-1 | CHO-K1 Gal4-SF-1 LBD luciferase reporter; % increase over DMSO SF-1-specific signal | activation, % at 10 µM | actives 1.9% (n = 65,000) | AID 522;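 active means activation above the mean activation of all tested compounds plus 3 SD, cut at about 50% in these data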
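System: CHO-K1 cells with Gal4–hSF-1 LBD chimera plus Gal4-driven luciferase; quantity: 4,000 CHO-K1 cells per well; compound: one dose, 10 µM compound, 1% DMSO; times: 20 h compound treatment, 37 °C; measured by: SteadyLite luciferase luminescence; read-out: percent activation versus DMSO; benchmarks: DMSO and mock-transfected background; replicates: one test per compound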
TNAP act DEA – activators of human TNAP at intermediate phosphate acceptor | P05186 | purified TNAP, CDP-star luminescence, 100 mM DEA, 30 min; hits give high values; scale: 0 levamisole-inhibited, 1 vehicle-only enzyme | activation factor at 20 µM | 64,000 tested, under 10 active | AID 813;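 active means activation factor of at least 2 at 20 µM, relative to controls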
Target sequence (P05186 whole entry, looked up): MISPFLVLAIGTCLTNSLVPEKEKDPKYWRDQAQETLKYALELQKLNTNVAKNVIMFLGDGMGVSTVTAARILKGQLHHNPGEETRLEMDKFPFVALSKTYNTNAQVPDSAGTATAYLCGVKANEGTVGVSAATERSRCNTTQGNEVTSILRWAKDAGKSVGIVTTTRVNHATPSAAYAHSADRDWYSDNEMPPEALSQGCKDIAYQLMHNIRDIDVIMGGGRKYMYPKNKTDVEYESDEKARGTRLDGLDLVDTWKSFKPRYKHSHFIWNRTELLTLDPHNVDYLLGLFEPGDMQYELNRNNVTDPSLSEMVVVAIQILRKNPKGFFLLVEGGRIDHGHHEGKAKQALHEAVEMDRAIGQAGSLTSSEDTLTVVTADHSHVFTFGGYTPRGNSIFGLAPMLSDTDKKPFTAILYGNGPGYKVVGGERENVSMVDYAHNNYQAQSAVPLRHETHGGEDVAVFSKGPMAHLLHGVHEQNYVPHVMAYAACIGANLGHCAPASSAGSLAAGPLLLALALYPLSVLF
A340 absorber – compound absorbs light at 340 nm. compound absorbance at 340 nm, fold over control. fold change at 10 µM. 65,000 tested, under 10 active. AID 708;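 active means at 10 µM dose, initial 340 nm absorbance at least 2 fold that of control wells; inactive means change under 2 fold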;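 further: initial absorbance extrapolated from kinetic A340 decline of NADH oxidation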
5-HT1A blocker – antagonists of human 5-HT1a serotonin receptor. inhibition, % at 10 µM. actives 0.68% (n = 62,000). AID 612. P08908. CHO 5-HT1a Ga15 NFAT-bla reporter, antagonist mode;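 active means inhibition above the mean of all tested compounds plus 3 SD, cut at about 43% in these data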;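 further: receptor stimulated by 5-CT agonist at 100 nM near EC80; beta-lactamase reporter measured by ratiometric fluorescence of a cleavable substrate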
NADH enzymes – inhibitors of enzymes used to reach an NAD/NADH endpoint. coupled PK/LDH NADH assays, four targets. IC50, µM (highest dose often 10 µM), inactives show top-dose inhibition. actives 0.02% (n = 65,000). AID 774;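 active means single-dose screening hits from any of four coupled enzyme assays that gave an IC50 when retested across doses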;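 further: the DPM-DC format reads NADH fluorescence rather than 340 nm absorbance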
* = called active by the depositor; nt = no result given; [ ] = another dose, or the depositor's remark.

SMILES	Autofluor 339	HTR1A agonist	RORA act	MMP13 inh	SF1 activator	TNAP act DEA	A340 absorber	5-HT1A blocker	NADH enzymes
Cc1noc(/C=C/N(C)C)c1S(=O)(=O)N1CCCC(C(=O)NCc2ccco2)C1 (configuration not stated)	0.93	-1.3	-5.4	3.6	-15.1	1	1.38	3.4	13.0%
Cc1ccc(NC2=CC(=O)CC(C)(C)C2)cc1C	1.06	-3.1	1.9	7.0	-14.6	0.9	1.12	10.5	1.0%
CCOC(=O)Nc1sc(C)nc1-c1ccccc1	1.05	-0.8	22.8	0.1	-21.4	0.9	0.99	14.0	2.0%
CCCn1nnc(NC(=O)COc2ccc(Cl)cc2)n1	1.12	0.4	6.8	8.0	-5.5	0.9	1.04	-3.5	7.0%
COCCCNC(=O)Cn1ncc2c(=O)oc3ccccc3c21	1.09	-2.6	-6.5	2.0	-7.7	1	1.01	-3.4	4.0%
CC(=O)Nc1cnn(Cc2ccc(Br)cc2)c1	1.07	-1.4	-2.5	-0.7	-6.4	1	1.03	-9.1	4.0%
Cc1ccc(/C=c2/sc3nnc(-c4ccccc4Cl)n3c2=O)o1	1.01	0.2	-21.6	7.0	-19.8	0.9	1.07	45.5*	6.0%
CCOc1ccc(-n2c(Cc3cc(=O)[nH]c(=O)[nH]3)nnc2SCc2cccnc2)cc1	1.09	-2.3	6.6	-10.8	1.1	1	1.03	0.0	5.0%
O=C(Cn1c(=O)oc2cc(S(=O)(=O)N3CCCCCC3)ccc21)NC1CCCCCCC1	1.06	-1.3	16.7	1.0	3.9	0.9	1.04	-1.1	7.0%
Cc1occc1-c1nnc(SCC(=O)NCC2CCCO2)n1C (configuration not stated)	1	-0.4	-15.9	-0.9	-0.4	0.9	0.99	-2.7	3.0%
CCOc1ccc(N(CC(=O)OC)S(=O)(=O)c2ccc(OC)c(OC)c2)cc1	1.04	-2.8	-1.6	4.2	1.4	1	1.01	5.0	1.0%
COc1cc(C(=O)NCc2cn3ccsc3n2)cc(OC)c1OC	1.17	-4.2	-9.3	3.2	2.8	nt	1.03	21.1	7.0%
COc1ccc(OC)c(N)c1	1.05	-2.6	8.5	8.9	-8.5	1	1.02	0.1	3.0%
Cn1c(Cc2ccccc2)nnc1SCC(=O)c1ccc(Br)s1	1.02	-0.3	6.9	1.7	19.4	0.8	1.03	18.5	3.0%
COc1cccc(C=NCCNC(=O)c2nonc2N)c1O	1.06	-2.7	-17.1	3.1	1.6	0.9	0.99	nt	4.0%
O=C(NCc1cccnc1)c1cccc(S(=O)(=O)N2CCCCC2)c1	1.07	-2.0	-10.9	0.8	-8.0	1	1.04	2.0	2.0%
CCN(CCN(C)C)C(=O)Cn1ncc2c1-c1cc(C)ccc1OC2	1.1	-3.0	4.2	0.3	-7.0	0.9	1.06	-5.0	1.0%
Cc1cc(NC(=O)Cn2nc(C(F)(F)F)c3c2CCCC3)no1	1.08	-1.5	-5.8	-1.8	-6.9	0.9	1	6.5	3.0%
Cc1ccc(C(=O)NCCCNCCCN(C)C)cn1	1.13	-6.4	3.4	5.4	-13.2	0.9	1	2.5	8.0%
O=C1CC(C(=O)NCc2ccccc2)N=C(N2CCCCC2)N1 (configuration not stated)	1.01	-1.0	6.8	2.3	8.1	1.1	1.02	9.4	2.0%

Reformatted with values under each structure: part of the list above
Values run as follows: Autofluor 339 | HTR1A agonist | RORA act | MMP13 inh | SF1 activator | TNAP act DEA | A340 absorber | 5-HT1A blocker | NADH enzymes
> O=C(NCc1cccnc1)c1cccc(S(=O)(=O)N2CCCCC2)c1
 : 1.07 | -2.0 | -10.9 | 0.8 | -8.0 | 1 | 1.04 | 2.0 | 2.0%
> CCOc1ccc(N(CC(=O)OC)S(=O)(=O)c2ccc(OC)c(OC)c2)cc1
 : 1.04 | -2.8 | -1.6 | 4.2 | 1.4 | 1 | 1.01 | 5.0 | 1.0%
> Cc1noc(/C=C/N(C)C)c1S(=O)(=O)N1CCCC(C(=O)NCc2ccco2)C1 (configuration not stated)
 : 0.93 | -1.3 | -5.4 | 3.6 | -15.1 | 1 | 1.38 | 3.4 | 13.0%
> CCOC(=O)Nc1sc(C)nc1-c1ccccc1
 : 1.05 | -0.8 | 22.8 | 0.1 | -21.4 | 0.9 | 0.99 | 14.0 | 2.0%

The listing continues.
SMILES	Autofluor 339	HTR1A agonist	RORA act	MMP13 inh	SF1 activator	TNAP act DEA	A340 absorber	5-HT1A blocker	NADH enzymes
C=C(C)COc1ccc(-c2nc(N)ncc2Oc2ccccc2OC)c(O)c1	1.18	3.3	2.4	1.0	23.8	1	1.09	14.5	0.0%
CCC(=O)Nc1ccc(Cl)c(NC(=O)c2ccc(Br)o2)c1	1.12	-3.7	-12.2	-1.7	-29.9	0.8	1.02	-9.2	6.0%
CCOc1ccc(C(C)=O)cc1COC(=O)C1=COCCO1	1.07	-1.6	-6.2	4.4	5.7	0.9	0.99	-5.3	8.0%
CCOc1ccc(Nc2oc(-c3cccs3)nc2C#N)cc1	3.04*	0.8	9.7	-40.3[fluorescence artefact?]	13.9	0.9	1.15	13.8	2.0%[fluoresces]
CCc1ccc(S(=O)(=O)NCCc2cn3ccccc3n2)s1	1.05	-3.0	-18.1	0.4	12.9	1.1	1.01	-10.3	5.0%
CC(=O)N1CCN(CCN=CC2=C(O)CC(c3ccco3)CC2=O)CC1 (configuration not stated)	1.09	-0.2	-16.9	-5.7	-2.4	0.9	1.05	-5.7	3.0%
CCC1CCCCN1C(=O)N[C@@H](CCSC)C(=O)OC (some centres not stated)	1.14	-5.3	22.2	-0.6	-7.5	1	0.99	15.6	2.0%
Cc1nnc(SCC(=O)Nc2nccs2)s1	1.03	-2.2	19.4	-2.0	-11.8	0.8	0.98	-1.3	3.0%
O=C(O)CCSc1nc2ccccc2s1	1.13	-1.9	-54.4	2.7	-31.4	0.9	1.06	3.5	1.0%
CN(C)CCC(=O)c1ccc2c(c1)OCO2	1.06	0.3	-19.6	0.3	5.3	0.9	1.05	25.9	9.0%
COC(=O)CSc1nnc(-c2ccc(S(=O)(=O)N3CCC(C)CC3)cc2)o1	1.16	-2.4	-3.5	6.5	-8.8	0.9	1	-2.1	3.0%
O=C1NCCCC2c3c(cc(Br)c(O)c3Br)OC12N1CCOCC1 (configuration not stated)	1.08	0.2	15.2	5.2	12.2	0.8	1.05	-1.5	2.0%
CCCCCNC(=O)CCn1c(=O)oc2ccccc21	1.1	-3.8	7.6	2.9	-2.8	1	0.99	5.3	4.0%
COc1ccc(-n2c(Cc3cccn3C)nnc2SCC(=O)NCCc2ccccc2)cc1	1.06	-4.3	-1.9	4.1	3.5	0.9	1	-5.9	3.0%
Cc1ccc(-c2nc3cc(N)ccc3o2)c(C)c1	3.97*	-2.2	5.0	-58.6[fluorescence artefact?]	-5.0	0.9	1.03	6.4	3.0%[fluoresces]
COc1ccc(NC(=O)Cn2nnc(-c3ccccc3NC(=O)c3ccco3)n2)cc1	2.14*	-0.7	25.5	4.5	21.7	0.9	1.01	18.0	7.0%
Cc1ccc(-c2nnn(CC(=O)N(CC(=O)NCc3ccccc3)c3cccc(C)c3C)n2)o1	1.05	-2.0	7.3	-1.9	5.7	0.9	1.03	9.8	10.0%
COc1ccc(S(=O)(=O)N2CCCC(C(=O)NC3CCCCC3)C2)cc1 (configuration not stated)	0.97	-0.1	0.4	-2.9	-5.4	0.9	1	-15.5	9.0%
Cc1ccc(-n2nnc3c(SCC(=O)NCc4ccco4)ncnc32)cc1	1.06	-1.1	-30.2	4.6	-19.3	0.9	1.04	-5.1	1.0%
CC12CCC(C(=O)NCCCn3ccnc3)(OC1=O)C2(C)C (configuration not stated)	1.21	-2.3	4.2	0.2	2.7	0.9	1.01	-8.0	4.0%
CC(C)CN1C(=O)NC(NC(=O)c2ccco2)(C(F)(F)F)C1=O (configuration not stated)	1.03	1.4	14.9	-2.4	-8.2	1.1	1.02	-6.4	5.0%
N#Cc1nc(-c2ccc(Cl)cc2)oc1NCc1ccco1	2.11*	-3.8	4.3	-261.5[fluorescence artefact?]	8.8	0.9	1.11	4.8	4.0%[fluoresces]
CC(=O)c1cc(C)ccc1OC(=O)c1cccc2nc(C)oc12	1.13	-1.6	13.2	-7.5	8.8	0.9	0.98	3.2	7.0%
CCn1cc(C(=O)NCC2CCCO2)c(=O)c2cc(S(=O)(=O)N3CCCCCC3)ccc21 (configuration not stated)	1.09	2.1	-3.5	2.5	10.6	1	1.05	-16.8	5.0%
CC1CC(C)(C)NC(=O)O1 (configuration not stated)	1.1	3.1	-14.5	3.1	0.8	0.9	1	-5.4	4.0%
CN(C1CCS(=O)(=O)C1)S(=O)(=O)c1cccc2nsnc12 (configuration not stated)	1.01	1.1	-1.4	-1.2	-0.7	0.9	1.03	nt	2.0%
Cn1c(CC2C(=O)Nc3ccc(Br)cc32)nc2ccccc2c1=O (configuration not stated)	1.15	-1.7	-10.8	-3.9	4.6	1	1.03	29.5	4.0%
OC(Cn1ccnc1)c1ccc(Cl)cc1Cl (configuration not stated)	1.05	1.5	-11.2	0.8	-15.0	0.9	1.03	4.3	4.0%
O=C(Nc1ccc2c(c1)OCO2)c1cnn2cccnc12	1.1	0.7	61.4*	1.7	70.3*	0.9	1.05	-1.1	7.0%
CCOC(=O)c1cc(NC(=O)OC)c(C)nc1C	1.1	-0.7	-0.2	-0.7	-5.5	0.9	1.04	-5.4	3.0%
O=C(Nc1ccc(NC(=O)c2ccco2)nc1)c1ccccn1	1.02	-2.5	26.9	5.0	51.5*	0.9	1.1	5.4	6.0%
Cc1ccccc1-n1nnnc1SC1CCOC1=O (configuration not stated)	1.06	-0.1	37.9	0.3	0.8	1	0.98	5.9	4.0%
Nc1ccc(-c2cc(N)n(-c3ccccc3)n2)cc1	1.18	-3.9	7.4	5.7	0.0	0.9	1.03	5.0	5.0%
O=S(=O)(c1ccccc1)c1nc(Nc2ccccc2N2CCOCC2)sc1Cl	1.02	-0.2	-0.8	6.1	10.0	0.9	1.02	4.3	5.0%
COc1cc(NC(=O)CN2C(=O)c3ccccc3S2(=O)=O)c(OC)cc1Cl	1.05	-0.6	0.1	0.1	0.5	1	1.01	-2.0	2.0%
Fc1ccccc1Cn1nnc2c(NCc3ccccn3)ncnc21	1.15	-0.3	-3.9	9.8	-2.7	0.9	1.01	-4.1	4.0%
CCOC(=O)c1c(NC(=O)CN2CCOCC2)sc2c1CC(C)(C)OC2	1.07	2.5	6.2	2.7	-0.3	0.9	1.04	nt	1.0%
CC(C)n1c(SCC(=O)Nc2ccccc2N2CCCCC2)nc2c1c(=O)n(C)c(=O)n2C	1.11	0.7	-18.6	4.3	8.2	0.9	1.06	1.6	3.0%
COc1ccc(-n2c(C)cc(C(=O)CSc3nnc(-c4ccoc4C)n3C)c2C)cc1	1.01	-0.9	7.9	0.4	-2.4	1	1.02	-4.0	6.0%
Cc1cc(C(=O)Nc2c(C)n(C)n(-c3ccccc3)c2=O)cs1	1.11	0.2	-4.1	1.2	-16.3	0.9	1.04	5.4	2.0%
CCOC(=O)CSc1n[nH]c(-c2cccnc2)n1	1.02	2.1	-16.1	0.5	7.5	0.8	1.01	5.6	9.0%
Cn1c(=O)c2c(-c3ccccc3)n(C3CCCCC3)cc2n(C)c1=O	1.41	0.6	-6.9	-4.9	-10.1	1	1.01	-4.5	17.0%
O=C(c1cn[nH]c1)c1cc(F)ccc1O	1.12	-1.4	-7.8	-2.8	15.2	0.8	1.06	17.7	2.0%
CCc1ccccc1N1C(=O)C2CC(C)=C(C)CC2C1=O (configuration not stated)	1.04	-0.2	1.1	0.6	-10.4	0.9	0.97	-0.5	1.0%
